From PubChem BioAssay
hIAP act = increases human intestinal alkaline phosphatase activity. activation factor at 10 µM. AID 2524. purified human IAP, CDP-Star luminescence, 30 min; active compounds read high; 1 = vehicle-only enzyme, 0 = enzyme-free background. 330,000 tested, 0.16% active. P09923;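 active means activation factor of the enzyme at least 2-fold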; further: the source names both 10 and 20 µM as test concentration; values of inactives mirror those of a sister screen read the other way
Apaf1 inhib = human Apaf-1 inhibition; O14727; reconstituted apoptosome caspase-3 activity, DEVD-Rh110 fluorescence; inhibition, % at 20 µM; 330,000 tested, 0.71% active; AID 489030; active means inhibition of at least 40% at 20 µM;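 further: plate controls were DMSO wells for no effect and DEVD-CHO caspase inhibitor wells for full effect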
Target sequence (O14727 whole entry, looked up): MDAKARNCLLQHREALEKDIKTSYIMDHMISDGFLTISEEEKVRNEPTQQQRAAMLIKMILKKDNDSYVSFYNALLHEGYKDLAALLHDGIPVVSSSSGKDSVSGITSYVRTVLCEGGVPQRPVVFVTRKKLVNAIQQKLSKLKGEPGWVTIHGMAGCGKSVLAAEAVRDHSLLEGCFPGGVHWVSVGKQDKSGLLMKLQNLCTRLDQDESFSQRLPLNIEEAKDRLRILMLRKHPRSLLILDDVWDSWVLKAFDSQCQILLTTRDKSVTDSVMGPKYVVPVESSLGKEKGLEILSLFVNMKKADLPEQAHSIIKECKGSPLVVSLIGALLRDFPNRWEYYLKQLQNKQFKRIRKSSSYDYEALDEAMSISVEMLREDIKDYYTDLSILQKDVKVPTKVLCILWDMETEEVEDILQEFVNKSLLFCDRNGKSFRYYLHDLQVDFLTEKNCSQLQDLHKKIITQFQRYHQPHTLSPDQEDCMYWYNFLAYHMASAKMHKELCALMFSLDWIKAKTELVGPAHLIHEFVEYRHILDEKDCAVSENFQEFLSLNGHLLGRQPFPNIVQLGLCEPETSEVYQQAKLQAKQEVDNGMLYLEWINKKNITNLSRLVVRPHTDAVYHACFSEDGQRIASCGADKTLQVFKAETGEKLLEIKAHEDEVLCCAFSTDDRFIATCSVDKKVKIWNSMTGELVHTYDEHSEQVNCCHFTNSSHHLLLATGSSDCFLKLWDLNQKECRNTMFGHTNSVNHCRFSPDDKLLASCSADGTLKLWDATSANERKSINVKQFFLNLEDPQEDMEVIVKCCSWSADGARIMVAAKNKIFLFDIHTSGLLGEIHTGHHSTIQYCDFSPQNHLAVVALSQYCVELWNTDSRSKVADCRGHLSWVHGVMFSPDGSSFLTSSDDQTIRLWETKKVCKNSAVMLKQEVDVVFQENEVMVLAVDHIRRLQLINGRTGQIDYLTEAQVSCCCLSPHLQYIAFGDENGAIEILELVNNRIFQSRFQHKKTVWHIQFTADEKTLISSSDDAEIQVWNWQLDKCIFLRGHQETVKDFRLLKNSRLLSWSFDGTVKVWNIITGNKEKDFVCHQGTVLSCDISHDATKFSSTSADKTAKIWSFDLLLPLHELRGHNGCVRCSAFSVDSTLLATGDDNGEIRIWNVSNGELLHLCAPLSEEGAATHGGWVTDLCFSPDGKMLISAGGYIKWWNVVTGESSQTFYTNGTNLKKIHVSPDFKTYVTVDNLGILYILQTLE
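Material: cell-free apoptosome with Apaf-1, procaspase-3 and caspase-9; Buffer or medium: Hepes pH 7.5 with detergent and BSA; Reagent: cytochrome c trigger plus (Z-DEVD)2-Rh110 caspase-3 substrate; Times: compound with Apaf-1, dATP, procaspase-3 30 min, then 50 min reaction, room temperature; Technique: Rh110 fluorescence intensity.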
hIAP block = human IAP inhibition; P09923; purified IAP, CDP-Star luminescence, 30 min; inhibition, % at 10 µM; 330,000 tested, 0.12% active; AID 2544;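 active means inhibition reaching a set limit with compound at 10 µM in the primary screen, cut at about 35% in these data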;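 further: plate controls were DMSO wells with enzyme for no effect and no-enzyme buffer wells for full effect; values of inactives mirror those of a sister screen read the other way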
NALP3 yeast inh = inhibitors of NALP3 inflammasome in yeast | AID 2825 | Yeast reconstituted NLRP3/ASC/caspase-1, beta-gal luminescence, 24 h | 330,000 tested, 0.39% active | inhibition, % at 10 µM;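 active means inhibition of 50% or more; inactive means inhibition below 50%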;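 further: plate controls were induced DMSO wells for no effect and uninduced yeast grown without galactose for full effect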
ATG4B inhibitor = ATG4B (human) cysteine protease inhibition | 340,000 tested, 0.51% active | inhibition, % at 8.33 µM | Q9Y4P1 | AID 504462 | ATG4B cleavage of LC3-PLA2, NBD-HPC fluorescence, 1 h; in the data active means inhibition above about 40%
mIAP activ = mouse IAP activation | muIAP, CDP-Star luminescence, 30 min; active compounds read high; 1 = vehicle-only enzyme signal, 0 = enzyme-free wells | activation factor at 10 µM | 330,000 tested, 0.24% active;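 active means activation factor of at least 2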; further: the source names both 10 and 20 µM as test concentration; values of inactives mirror those of a sister screen read the other way
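System: Mouse IAP enzyme | Also added: CDP-Star substrate | Dosing: Compounds dispensed in DMSO | Schedule: 30 min enzyme-substrate-compound incubation at room temperature | Technique: Chemiluminescence readout | Control set: DMSO-only wells and no-enzyme negative control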
tim10-1 inh = tim10-1 yeast growth inhibition. inhibition, % at 20 µM. AID 463190. 330,000 tested, 2.2% active. S. cerevisiae tim10-1 ts strain growth, BacTiter-Glo, 24 h;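 active means inhibition of at least 40%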;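 further: mutant grown at 25 °C; 0% = DMSO wells with yeast and 100% = wells holding no yeast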
mIAP inh = blocks mouse intestinal alkaline phosphatase. purified mouse IAP, CDP-Star luminescence, 30 min. inhibition, % at 10 µM. 330,000 tested, 0.2% active;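 active means inhibition of at least 40% at 10 µM in the primary screen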;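 further: plate controls were DMSO with enzyme for no effect and no enzyme wells for full effect; values of inactives mirror those of a sister screen read the other way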
TIM10 inh = growth inhibitors of TIM10 yeast strain; S. cerevisiae TIM10 strain growth, BacTiter-Glo luminescence, 24 h; 330,000 tested, 1.4% active; inhibition, % at 10 µM;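 active means inhibition of 40% or more at the single tested concentration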;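 further: wild-type TIM10 isogenic control strain grown at permissive 25 °C; 0% = DMSO yeast wells and 100% = minimal medium wells without yeast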
Active calls of the source: *.

SMILES	hIAP act	Apaf1 inhib	hIAP block	NALP3 yeast inh	ATG4B inhibitor	mIAP activ	tim10-1 inh	mIAP inh	TIM10 inh
COc1nnc(OC)c2ccccc12	0.918	-4.3	8.2	11.8	-3.5	0.953	16.9	4.7	11.8
Cc1onc(C(=O)N2CCC(C(N)=O)CC2)c1-c1ccccc1Cl	0.918	-2.1	8.2	9.9	-2.5	0.949	10.9	5.1	-1.5
Cc1ccc(N/C(CSC(N)=O)=N\S(=O)(=O)c2ccc(C)cc2)cc1	0.871	2.9	12.8	3.8	-6.2	0.953	3.9	4.7	-13.7
Cc1cc(=O)c(C(=O)c2ccccc2)c(C)o1	0.834	-11.6	16.6	14.8	4.4	0.978	-4.6	2.2	-0.5
CC(C)CN(CC(C)C)C(=O)c1cccc(S(=O)(=O)N2CCc3ccccc32)c1	0.999	8.5	0.1	-8.2	-12.2	0.869	27.3	13.1	31.6
C[C@H]1O[C@@H](O[C@H]2CC[C@@]3(C)C(CC[C@]4(C)C3C=C[C@]35OC[C@@]6(CCC(C)(C)C[C@H]63)[C@@H](O)C[C@]54C)[C@]2(C)CO)[C@H](O)[C@@H](O[C@@H]2O[C@H](CO)[C@@H](O)[C@H](O)[C@H]2O)[C@H]1O (stereo not given in full)	0.999	12.3	0.1	3.1	-10.6	0.918	21.7	8.2	2.3
CC(C)(O)C(=O)NNC(=S)NCc1ccco1	1.38	-2.0	-37.9	12.1	-1.1	0.717	4.4	28.3	15.6
O=C(O)c1ccc(N/N=C/c2cccc(F)c2)cc1	1.14	-9.9	-14.0	15.8	1.1	0.984	0.8	1.6	-0.6
Cc1csc(SCC(=O)N(C)CC(=O)Nc2ccccc2Cl)n1	0.902	18.1	9.8	4.5	-5.0	0.906	-2.4	9.4	6.4
O=C(Nc1ccc2c(c1)OCCO2)c1c[nH]c(=O)n(-c2ccc(F)c(Cl)c2)c1=O	1.03	15.4	-3.0	9.9	-3.4	0.999	2.3	0.1	6.1
COc1ccccc1C(=O)COC(=O)c1ccc(-n2cnnn2)cc1	0.97	8.9	3.0	10.2	8.4	0.908	20.3	9.2	2.0
CC(=O)Nc1ccc(S(=O)(=O)NCC2CCC(C(=O)N3CCCCC3)CC2)cc1 (stereo not given)	1	3.0	-0.5	-4.1	0.8	0.964	6.7	3.6	-3.3
Cc1ccc(C(=O)NN=CC(=O)c2ccccc2)c(C)c1	1.14	2.9	-13.5	16.9	0.5	0.745	-0.6	25.5	4.5
Cc1ccccc1Nc1ncnc(N)n1	0.999	-8.7	0.1	10.4	-0.7	1	-3.6	-0.3	-16.2
CC1CCN(c2nc3ccc(C(=O)N4CCN(Cc5ccccc5)CC4)cc3s2)CC1	0.944	27.3	5.6	15.9	-12.5	0.994	34.8	0.6	25.3
O=C(NNC(=S)NCC1CCCO1)c1ccc(S(=O)(=O)N2CCOCC2)cc1 (stereo not given)	1.25	-5.2	-25.0	17.5	0.2	1.04	10.9	-3.6	7.6
CSc1snnc1-c1ccccc1	0.925	-0.6	7.4	11.5	2.8	0.917	-6.9	8.3	0.2
CC(Sc1nc2ccccc2c(=O)[nH]1)C(=O)O (stereo not given)	1.11	5.7	-11.5	10.0	-7.5	0.967	-1.4	3.3	9.4
CCCCC(=O)Nc1ccc(C(=O)NNC(=O)c2ccco2)cc1	1.05	-0.7	-5.1	-8.8	-4.5	0.967	5.2	3.3	-7.2
CCOC(=O)n1c(=O)n(Cc2ccccc2C)c2ccccc21	1.02	8.1	-1.7	9.4	0.7	0.987	30.0	1.3	11.5
CN(CC(=O)Nc1ccccc1N1CCOCC1)S(=O)(=O)c1ccc(Cl)cc1	0.981	11.6	1.9	-12.4	13.9	1.08	23.8	-8.3	12.4
Cc1ccc(C)c(S(=O)(=O)N2CCN(C(=O)c3ccnn3C)CC2)c1	0.856	11.6	14.4	2.8	-5.2	1.02	9.9	-1.7	-1.7
O=C(CSCC(=O)N1CCOCC1)Nc1nc(-c2ccccc2)cs1	1.03	-11.7	-3.4	-0.9	-5.5	1.03	-6.8	-3.1	-19.3
CCOC(=O)c1c(N)nn(C(=O)CC)c1-c1ccccc1	0.829	5.6	17.1	1.4	1.1	0.959	11.9	4.1	15.0
COCCN(CCOc1cc(C)cc(C)c1)Cc1ccc(Cl)cc1	0.842	17.9	15.8	14.2	-8.1	0.942	7.9	5.8	-20.8
O=C1Nc2cc(Cl)c(Cl)cc2N(O)N1c1cccc(Cl)c1	0.879	44.2*	12.1	7.0	1.3	0.917	-2.0	8.3	1.9
C/C(CC(=O)Nc1ccc(Cl)cc1Cl)=N\NC(N)=S	1.25	7.8	-24.8	6.6	11.7	0.949	35.7	5.1	8.9
CC(C)(C)NS(=O)(=O)c1ccc(NC(=O)c2cc(-c3ccccc3)nc3ccccc23)cc1	1.09	24.4	-8.9	19.8	-16.1	1.09	5.7	-9.2	-11.7
O=C(c1cccs1)N1C(=O)c2cccc3cccc1c23	1.02	5.6	-2.1	-4.4	3.0	0.989	13.4	1.1	11.6
O=C1CCCS(=O)(=O)c2ccccc21	0.83	-13.4	17.0	10.1	-5.5	1.02	-1.3	-2.1	6.8
S=C(NCCc1ccccc1)N1CCOCC1	1.05	1.3	-5.2	4.6	3.0	1.06	1.4	-5.9	-10.6
O=C(Cn1nnc2ccccc2c1=O)NCC1CCC(C(=O)O)CC1 (stereo not given)	1.06	-2.7	-5.7	5.1	4.2	1.02	-5.5	-1.9	6.0
CC(C)C(=O)Nc1nnc(-c2ccco2)s1	0.995	-10.2	0.5	11.6	-0.7	1.09	-6.5	-9.4	-24.4
CCOc1ccccc1NC(=O)COn1nnc2ccc(Cl)cc21	0.94	8.4	6.0	-22.2	0.6	0.959	22.5	4.1	36.1
CCOc1ccc(N=Cc2c(O)c3ccccc3oc2=O)cc1	1.07	9.8	-6.9	9.4	2.6	0.902	0.5	9.8	-4.9
CC12CS(=O)(=O)CC1SC(=S)N2Cc1ccccc1 (stereo not given)	1.09	0.2	-9.4	3.3	5.3	0.967	-4.2	3.3	14.5
CCCCn1c(N)c(N(CC)C(=O)c2ccccc2F)c(=O)[nH]c1=O	0.853	-0.1	14.7	13.9	1.0	1.01	4.3	-1.4	-20.2
CC(C)C(=O)Nc1nc2c(ncn2C2CC(O)C(CO)O2)c(=O)[nH]1 (stereo not given)	0.947	2.3	5.3	-1.1	2.2	0.981	-5.9	1.9	-5.3
CCC(C(=O)NC1CCCC1)N(Cc1ccco1)C(=O)Cn1nnc(-c2ccc(C)cc2)n1 (stereo not given)	0.94	-0.5	6.0	14.8	-8.0	1.1	25.4	-9.7	26.7
CC1=CC(C)C2C(=O)N(c3ccccc3)C(=O)C2C1 (stereo not given)	1.18	-8.1	-18.4	14.6	19.4	0.948	-8.6	5.2	-13.2
O=C(Nc1cccnc1)c1cc2nc(C3CC3)cc(C(F)(F)F)n2n1	1.07	-7.8	-7.3	5.7	-2.3	0.972	2.3	2.8	-4.6
CCC(C(=O)NC1CCCC1)N(C(=O)Cn1nnc(-c2ccc(C)o2)n1)c1ccc(OC)cc1 (stereo not given)	1.1	3.1	-10.4	9.4	-2.6	1.04	5.5	-3.8	-8.0
CCCCCN(C(=O)NC(=O)Nc1ccc(C)cc1C)S(C)(=O)=O	1.07	7.4	-7.4	13.0	12.2	1.16	6.4	-16.4	0.4
Cc1cc(C(=O)CCl)c(C)n1CCc1ccc(Cl)cc1	1.11	22.9	-10.7	-97.3	7.9	1.19	3.7	-19.4	0.4
CS(=O)(=O)N1CCN(c2cnn(-c3ccccc3)c(=O)c2Cl)CC1	0.938	-20.3	6.2	8.6	8.8	0.996	1.3	0.4	3.9

Pulled by compound from the entries so far (5):
SMILES	hIAP act	Apaf1 inhib	hIAP block	NALP3 yeast inh	ATG4B inhibitor	mIAP activ	tim10-1 inh	mIAP inh	TIM10 inh
CCC(C(=O)NC1CCCC1)N(Cc1ccco1)C(=O)Cn1nnc(-c2ccc(C)cc2)n1 (stereo not given)	0.94	-0.5	6.0	14.8	-8.0	1.1	25.4	-9.7	26.7
S=C(NCCc1ccccc1)N1CCOCC1	1.05	1.3	-5.2	4.6	3.0	1.06	1.4	-5.9	-10.6
CCOc1ccc(N=Cc2c(O)c3ccccc3oc2=O)cc1	1.07	9.8	-6.9	9.4	2.6	0.902	0.5	9.8	-4.9
CCOc1ccccc1NC(=O)COn1nnc2ccc(Cl)cc21	0.94	8.4	6.0	-22.2	0.6	0.959	22.5	4.1	36.1
CS(=O)(=O)N1CCN(c2cnn(-c3ccccc3)c(=O)c2Cl)CC1	0.938	-20.3	6.2	8.6	8.8	0.996	1.3	0.4	3.9

Carrying on.
SMILES	hIAP act	Apaf1 inhib	hIAP block	NALP3 yeast inh	ATG4B inhibitor	mIAP activ	tim10-1 inh	mIAP inh	TIM10 inh
COc1ccc2nc(NC(=S)NC(=O)c3ccco3)sc2c1	1.45	-20.8	-45.2	7.1	-13.0	0.862	12.5	13.8	-7.1
CCOc1ccc(/C=N/NC(=O)c2nnn(-c3nonc3N)c2COc2ccc(F)cc2)cc1	1.06	-6.4	-6.3	14.8	-3.3	0.919	-8.1	8.1	2.5
CCN1C(=O)[C@H]2[C@@H](c3ccc(-c4cc(C(C)=O)cs4)cc3)N[C@@](Cc3ccccc3)(C(=O)OC)[C@H]2C1=O	0.936	14.3	6.4	13.9	-0.2	0.932	1.0	6.8	-0.7
C/C(=N\OCC(=O)Nc1ccccc1Br)c1cccs1	1.08	18.2	-7.8	43.2	6.2	0.961	13.2	3.9	-12.3
COc1cccc(CNC(=O)CN2CCC(c3nc4ccc(C)cc4[nH]3)CC2)c1	1.19	-12.0	-18.8	0.5	-5.6	1.16	-20.7	-16.3	-17.6
CCOC(=O)C1=C(C)Nc2nc3ccccc3n2C1c1cccs1 (stereo not given)	1.13	10.1	-13.0	2.3	2.2	0.953	17.7	4.7	-12.3
Clc1ccc(Nc2ncn[nH]2)cc1	1.25	-3.6	-24.5	3.5	-2.2	0.946	11.8	5.4	-6.1
CC(C)(C)c1ccc(Oc2ccc(N)cc2)cc1	1.01	13.5	-0.6	42.6	7.8	1.03	19.8	-2.9	13.6
CSc1nnc(N2C(=O)C(O)=C(C(=O)c3ccco3)C2c2ccccc2F)s1 (stereo not given)	0.776	8.1	22.4	12.2	1.4	0.953	-6.1	4.7	-5.8
Cc1cc(O)c(-c2cc(C(=O)NCCc3ccc(S(N)(=O)=O)cc3)[nH]n2)cc1C	2.23*	-13.2	-123.2	5.4	-13.9	0.775	4.4	22.5	3.8
Fc1cccc(Cl)c1CSc1nnc(COc2cccc3cccnc23)o1	0.992	8.0	0.8	34.4	64.2*	0.97	-14.8	3.0	6.9
CC(=O)c1cc2c(cc1NC(=O)C1CN(C(C)=O)c3ccccc3O1)OCO2 (stereo not given)	1.12	21.1	-12.4	4.3	-11.8	1.01	21.4	-1.5	9.4
COc1ccc(C2=NOC(COc3ccc4c(C)cc(=O)oc4c3)C2)c(OC)c1 (stereo not given)	1.02	18.9	-1.8	19.4	-16.3	0.894	19.9	10.6	-10.7
NC(=O)CSc1nnc(-c2ccc3c(c2)OCO3)o1	0.987	4.4	1.3	7.3	5.9	1.08	14.4	-8.2	5.2
O=C(Nc1nc(-c2cc(Cl)sc2Cl)cs1)c1ccccc1	1.16	14.0	-16.2	29.0	29.2	0.994	44.1*	0.6	25.5
CC(=O)Nc1cccc(NC(=O)CSc2nnnn2Cc2ccccc2)c1	0.882	-4.5	11.8	-9.7	-7.6	0.982	8.0	1.8	6.1
